High-throughput results from PubChem BioAssay.
GAA spleen mod: qHTS Assay for Inhibitors and Activators of Human alpha-Glucosidase From Spleen Homogenate. human spleen homogenate, 4-MU-alpha-glucoside fluorescence. Potency, µM (titrated, usually from 79.9 µM), without a hit: at the top dose activity change, negative = inhibition, most hits filed as inhibitors. 0.006% of 240,000 active. AID 2112, 2009;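 note: 0% = enzyme with vehicle and -100% = no enzyme basal signal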
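AC50 values come from Hill-equation fits of concentration-response data, normalized to no-enzyme and full-activity controls. Enzyme source: 1 ug human spleen homogenate; 1 mM fluorogenic 4-MU glucoside, pH 5.0 citrate buffer, 37 C, 40 min.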
GLA spleen mod: qHTS Assay for Inhibitors and Activators of Human alpha-Galactosidase From Spleen Homogenate | Alpha-galactosidase A (Homo sapiens), P06280 | human spleen homogenate, 4MU-alpha-Gal fluorescence, 40 min | Potency, µM (highest dose often 80 µM), inactives show at the top dose activity change, negative = inhibition, hits mostly inhibitors | 0.008% of 240,000 active | AID 2107, 2009;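 note: 0% = enzyme with vehicle and -100% = no enzyme basal signal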
Target sequence (P06280 32-429 limits assumed): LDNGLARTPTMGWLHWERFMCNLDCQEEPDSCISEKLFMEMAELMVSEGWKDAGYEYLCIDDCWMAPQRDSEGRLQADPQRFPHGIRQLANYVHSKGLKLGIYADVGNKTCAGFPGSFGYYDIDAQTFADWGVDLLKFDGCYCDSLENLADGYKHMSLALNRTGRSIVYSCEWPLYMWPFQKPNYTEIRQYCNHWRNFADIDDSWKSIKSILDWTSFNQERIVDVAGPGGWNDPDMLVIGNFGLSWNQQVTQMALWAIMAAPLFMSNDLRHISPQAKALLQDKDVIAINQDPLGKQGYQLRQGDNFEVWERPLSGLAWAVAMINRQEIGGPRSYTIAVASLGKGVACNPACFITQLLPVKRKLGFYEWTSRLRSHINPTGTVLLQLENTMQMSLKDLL
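Human spleen homogenate (1 ug) as enzyme source, 4-methylumbelliferyl-alpha-D-galactopyranoside 1 mM final, citrate/phosphate pH 5.0 with 0.01% Tween-20. Compounds 40 min at 37C, NaOH/glycine stop; fluorescence Ex 365/Em 440, Hill-fit AC50.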
GAA inh: qHTS Assay for Inhibitors of Human alpha-Glucosidase as a Potential Chaperone Treatment of Pompe Disease; Lysosomal alpha-glucosidase (Homo sapiens), P10253; purified human GAA, 4-MU-alpha-glucoside fluorescence; Potency, µM (top dose mostly 76.9 µM), for inactives: top-dose activity change, negative = inhibition, usual class: inhibitors; 0.005% of 200,000 active;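 note: plate controls were uninhibited enzyme wells for no effect and no-enzyme background for full effect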
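AC50 values come from Hill fits of compound titrations (up to 77 uM) against 4 nM human enzyme. Substrate 4-methylumbelliferyl-alpha-D-pyranoside at 400 uM, pH 5.0 citrate buffer, 20 min room temperature; fluorescence Ex 365/Em 440 after alkaline stop.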
GAA glycogen: qHTS Assay for Inhibitors and Activators of Human alpha-Glucosidase Cleavage of Glycogen; recombinant GAA, glycogen substrate, Amplex Red glucose oxidase fluorescence; Potency, µM (highest dose often 76.4 µM), without a hit: at the top dose activity change, negative = inhibition, most hits filed as inhibitors; 0.38% of 300,000 active;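 note: 0% = full enzyme reaction and -100% = no-enzyme basal signal; the screen sought inhibitors and activators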
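qHTS, 1536-well; enzyme 4 nM final; cpd up to 77 uM; substrate bovine liver glycogen 30 ug; 50 mM citrate/phosphate pH 5.0, 0.01% Tween-20; 37 C, 40 min; Amplex Red detection 45 min RT; Hill fit → AC50.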
Tau fibril ThT: qHTS for Inhibitors of Tau Fibril Formation, Thioflavin T Binding | Microtubule-associated protein tau (Homo sapiens), P10636 | recombinant tau K18 P301L, heparin-induced fibrillization, ThT fluorescence | Potency, µM (titrated, usually from 57.4 µM), inactives show at the highest dose activity, negative = inhibition, usual class: inhibitors | 2.1% of 270,000 active | AID 1460, 2008; note: % is set by controls: 0 for no effect and ±100 for the full control effect; nearly all actives have a fitted effect of over 55% in size
Target sequence (P10636 561-689 P618L limits assumed): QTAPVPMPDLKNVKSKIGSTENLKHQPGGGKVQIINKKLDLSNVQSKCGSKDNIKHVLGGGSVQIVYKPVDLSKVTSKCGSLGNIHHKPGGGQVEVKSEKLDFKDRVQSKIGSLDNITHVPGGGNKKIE
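Aggregation was driven by heparin (20 uM final) acting on recombinant tau […] bearing P301L in 100 mM sodium acetate pH 7; fibrils were detected with Thioflavin T.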
HTT ATP protect: qHTS Multiplex Assay to Identify Dual Action Probes in a Cell Model of Huntington: Cytoprotection (ATP) | PC12 HTT-Q103 induced, cytoprotection, ATP luminescence, 40 h | Potency, µM (highest dose often 56.4 µM), for the others: cytoprotection (ATP increase), most hits filed as activators | 0.14% of 230,000 active | AID 1471, 2008;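 note: % of control where 0% means no effect; nearly all actives have a fitted effect of over 45% in size; toxic huntingtin expression switched on by the ecdysone agonist tebufenozide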
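Stable PC12 Q103-GFP cells in serum-supplemented, phenol red-free DMEM; induction by tebufenozide at 100 nM final; compound dose series; cell viability quantified luminescently from ATP.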
Tau FP inhib: qHTS for Inhibitors of Tau Fibril Formation, Fluorescence Polarization. K18 P301L tau heparin fibrillization, Alexa594 FP, 6 h. Microtubule-associated protein tau (Homo sapiens), P10636. 0.39% of 280,000 active. Potency, µM (top dose mostly 57.7 µM), for inactives: top-dose activity, negative = inhibition, hits mostly inhibitors. AID 1468, 2008; note: % is set by controls: 0 for no effect and ±100 for the full control effect; nearly all actives have a fitted effect of over 55% in size
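K18 P301L tau (15 uM unlabeled/0.24 uM Alexa 594-labeled, final) + compound + heparin 20 uM final; 100 mM NaOAc pH 7; 6 hr 37 C; ThT 30 uM final added, 1 hr RT; FP ex 555/em 632 nm.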
Tau fluor cs: Counterscreen qHTS for Inhibitors of Tau Fibril Formation, Fluorescence Polarization; tau K18 P301L (four-repeat tau fragment) Alexa594 fluorescence, heparin fibrillization; Potency, µM (series often up to 57.7 µM), without a hit: top-dose activity change, negative = decrease; 0.93% of 280,000 active; note: % is set by controls: 0 for no effect and ±100 for the full control effect; nearly all actives have a fitted effect of over 55% in size
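Human K18 P301L tau (15 uM unlabeled plus 0.24 uM Alexa 594-labeled, final) in 100 mM sodium acetate pH 7 was mixed with compound and 20 uM heparin and incubated 6 hr at 37 C.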
Starred values were filed as active, the others as inactive; ? = inconclusive; nt = not tested or not shown; [ ] = dose if it differs, or a comment. Calls come from the whole dose curve; as a rule, active = well fitted curve in the direction sought with a large enough effect; inconclusive = small, poorly fitted or top-dose-only effect, or another doubt; inactive = no such curve, though single readings can be large; an effect the other way counts as inactive or inconclusive. Potency is the fitted concentration of half-maximal effect.

SMILES	GAA spleen mod	GLA spleen mod	GAA inh	GAA glycogen	Tau fibril ThT	HTT ATP protect	Tau FP inhib	Tau fluor cs
CCOc1ccccc1OCCCC(=O)N(C)CC(=O)Nc1cc(C)ccc1C	-11%	1%	4%	0%	-6%	-32%[inhibitor]	-2%	-4%
N#CC1(C#N)CC(C=O)=C(N)C1(C#N)CC(=O)C12CC3CC(CC(C3)C1)C2 (stereo unspecified)	0%	2%	0%	?	?	3%[10 µM]	-5%	-22%
S=C(c1ccc(-c2cccc(Cl)c2)o1)N1CCOCC1	-1%	0%	-8%	-18%	16µM*	-29%	-11%	?
Cc1c([N+](=O)[O-])c([N+](=O)[O-])nn1CC(=O)NCCc1ccccc1	-5%	7%	-3%	2%	1%	11%[10 µM]	?	-6%
Cc1ccccc1CN1CCN(S(=O)(=O)c2ccc(F)cc2)CC1	-5%	2%	-3%	-9%	-8%	15%[10 µM]	3%	-9%
CN(C)S(=O)(=O)N1CCN(c2ccc([N+](=O)[O-])c(N3CCOCC3)c2)CC1	-14%	-19%	6%	-16%	?	-31%[inhibitor]	-5%	2%
Cc1cc2ccccc2n1CCC(=O)O	4%	4%	7%	0%	-8%	nt	-1%	-5%
O=C(CN1C(=O)CSc2ccccc21)N/N=C/c1ccco1	4%	17%	nt	-1%	nt	4%[10 µM]	0%	-3%
O=C(Nc1nc2ccccc2[nH]1)c1ccc([N+](=O)[O-])cc1	7%	3%	3%	0%	?	-135%[inhibitor]	3%	-25%
O=C(c1ccc(S(=O)(=O)Nc2ccc(F)cc2)cc1)N1CCN(C(=O)c2ccco2)CC1	-36%	-10%	-8%	3%	-6%	-28%	-12%	-14%
COc1ccccc1OC1OC2COC(c3ccco3)OC2C(O)C1NC(C)=O (stereo unspecified)	-13%	1%	-3%	-10%	-5%	29%[10 µM]	5%	-9%
Cc1ccc(C)c(CN2C(=O)c3ccccc3S(=O)(=O)c3ccc(C(=O)N4CCN(c5ccccc5F)CC4)cc32)c1	nt	nt	nt	-17%[76.3 µM]	-4%	nt	-9%	-15%
CCCCNS(=O)(=O)c1ccc(NC(=O)c2cccs2)cc1	-2%	9%	-3%	-9%	6%	-27%	-12%	-22%
CC(C)CC(=O)Nc1ccc2c3c(cccc13)CC2	-11%	-13%	-9%	2%	-4%	?	4%	-5%
CCCn1c(SCC(=O)c2cc(OC)ccc2OC)nc2c1c(=O)n(C)c(=O)n2C	-4%	-6%	1%	0%	0%	9%	5%	9%
Cc1ccc(S(=O)(=O)NCCNC(=O)CN2CCCC2)cc1	-2%	-2%	-1%	2%	14%	3%	-4%	4%
CC1(C2CC(C(F)(F)F)n3nc(C(=O)O)cc3N2)CC1 (stereo unspecified)	-5%	-10%	?	8%	0%	15%[10 µM]	1%	-2%
Cc1cc(C)n(CC(=O)c2cccc([N+](=O)[O-])c2)n1	8%	0%	-3%	2%	-6%	-17%	-5%	-4%
CC(C(=O)O)C1CCC2C3CC=C4CC(O)CC[C@@]4(C)C3CC[C@]12C (stereo partly specified)	-8%	1%	nt	nt	-18%	nt	-11%	-9%
CCCCn1c(=O)n(CC(=O)Nc2ccc(C)c(Cl)c2)c(=O)c2c1ncn2Cc1ccco1	-14%	-5%	-4%	-7%	2%	-24%[1.9 µM]	-14%	-26%
Cc1ccccc1OCCCCCn1ccnc1	5%	11%	-4%	6%	-3%	-18%	7%	-2%
CN(C)/C=C(\C#N)C(=O)c1cccc(Oc2ccc(Br)cc2)c1	-1%	2%	-6%	0%	-11%	-23%	7%	-17%
O=C(OCc1nc2ccccc2s1)c1ccc(Br)o1	-1%	3%	-10%	5%	-10%	-5%	6%	-9%
COc1ccc(-c2cc(-c3ccccc3)nc(SCC(=O)CC(=O)OC(C)C)c2C#N)cc1	nt	nt	nt	-18%[76.3 µM]	-10%	nt	-16%	-24%
CCOC(=O)c1cc2c(=O)n3ccccc3nc2n(CCCOC)c1=NC(=O)c1c(-c2ccccc2Cl)noc1C	nt	nt	nt	5%[76.3 µM]	?	nt	5%	?
O=C(NCCCn1ccnc1)c1sc2cccc(F)c2c1Cl	-5%	-5%	5%	8%	-4%	-5%	2%	-4%
CCN1CCN(Cc2ccc(OCc3ccccc3)c(OC)c2)CC1	-7%	-4%	2%	-1%	3%	-17%	7%	4%
CCc1nnc2c3ccccc3nc(Nc3ccccc3OC)n12	nt	nt	nt	6%[76.3 µM]	-5%	nt	?	-14%
Cc1cccc2[nH]c(CN(C)Cc3nc(CC4CC4)no3)nc12	-5%	-4%	11%	16%	3%	0%[10 µM]	5%	0%
COc1ccc(/C=N/NC(=O)c2ccccc2)cc1CN1CCN(c2ccc(F)cc2)CC1	3%	-6%	-2%	2%	-14%	-13%	-6%	?
Cn1c(SCc2cccc(Br)c2)nnc1-c1ccccn1	-2%	-3%	nt	3%	-5%	23%[10 µM]	1%	-8%
COc1ccccc1C1/C(=C(\O)c2ccc3c(c2)OCCO3)C(=O)C(=O)N1CCCN(C)C (stereo unspecified)	-8%	-4%	-3%	3%	-8%	?	7%	4%
COc1ccc(OC)c(S(=O)(=O)NCc2cn3ccsc3n2)c1	-3%	-7%	?	13%	7%	nt	1%	14%
O=C(Cn1nc(C(F)(F)F)c2c1CCCC2)N1CCOCC1	13%	9%	7%	-8%	7%	17%[10 µM]	7%	3%
O=C(NC1CCCCC1)c1cccc(S(=O)(=O)N2CCOCC2)c1	-12%	3%	?	0%	-10%	3%[10 µM]	-4%	-13%
CCOC(=O)c1ccc2nc(Nc3nc4ccc(F)cc4s3)sc2c1	-6%	-2%	?	12%	?	nt	-1%	?
Cc1ccc2cc(C#N)c(N3CCCN(C(=O)C4CCCO4)CC3)nc2c1 (stereo unspecified)	-2%	6%	12%	-1%	-23%	-20%	4%	-9%
CCc1nn(CC(=O)NCCCN2CCCC2=O)c(=O)c2cc3sccc3n12	2%	4%	2%	-2%	-2%	3%	-9%	3%
Cc1ccc(NC(=O)c2ccc(Cl)cc2[N+](=O)[O-])nc1	-16%	4%	6%	-5%	4%	31%[10 µM]	3%[2.34 µM]	11%[2.34 µM]
COC(=O)C1CCN(C(=O)c2ccc(SC)cc2OC)CC1	3%	4%	-10%	0%	2%	-13%[0.074 µM]	-3%	-7%
COc1ccc(C(=O)N(c2ccccc2)C2C=CS(=O)(=O)C2)cc1 (stereo unspecified)	-7%	-8%	1%	5%	-9%	14%[10 µM]	7%	-6%
Cc1ccc(Cl)cc1N1CCN(C(=O)CCCn2c(=O)[nH]c3ccc(Br)cc3c2=O)CC1	nt	nt	nt	6%[76.3 µM]	?	nt	?	?
Cc1ccc(Cn2nc(C)c(NC(=O)c3cc(-c4ccco4)on3)c2C)cc1	-2%	5%	1%	-3%	1%	-20%	-8%	-1%
Cc1cc(=O)[nH]c(SCC(=O)N(CCC#N)c2ccccc2)c1C#N	-4%	-4%	?	6%	-2%	19%	1%	-7%
NS(=O)(=O)c1ccc(NC(=O)COC(=O)CCc2c[nH]c3ccccc23)cc1	3%	-1%	4%	4%	?	-37%[inhibitor]	4%	-18%
O=C(CCC1CCCN(C(=O)c2ccc3c(c2)OCO3)C1)NCc1ccc(F)c(F)c1 (stereo unspecified)	1%	12%	6%	-4%	-6%	-25%[10 µM]	5%	-5%
Cc1c(Cl)cccc1NC(=S)Nc1ccc2[nH]c(=O)[nH]c2c1	4%	6%	nt	-25%	?	-7%[10 µM]	1%	?
COC(=O)CSc1nnc(-c2ccc(S(=O)(=O)NCc3ccccc3Cl)cc2)o1	-5%	-1%	1%	8%	-7%	12%	-5%	-14%
Cc1nn(Cc2ccc(F)cc2)c(Cl)c1/C=N/NC(=O)c1cccnc1	-6%	-2%	5%	-1%	5%	6%[10 µM]	-3%	4%
O=C(CN1CC(=O)Oc2ccccc21)OCC(=O)c1ccc(F)cc1	-4%	-10%	7%	?	-16%	2%	-11%	-16%

Other records
SMILES	GAA spleen mod	GLA spleen mod	GAA inh	GAA glycogen	Tau fibril ThT	HTT ATP protect	Tau FP inhib	Tau fluor cs
Cc1cccc(N(CC(=O)N=Nc2c(O)[nH]c3ccccc23)S(C)(=O)=O)c1C	-3%	1%	-1%	-8%	?	13%	2%	?
c1ccc(-c2cc(CSc3nc4ccccc4[nH]3)on2)cc1	3%	22%	-9%	-7%	3%	-4%	2%	-21%
CNC(=S)Nc1sc2c(c1C(=O)OC)CCC2	nt	-2%	-6%	-11%	-14%	-25%	?	-13%
O=C(Cn1cnc2ccccc2c1=O)NCCC(=O)N1CCN(c2ccccc2)CC1	-9%	?	-7%	4%	0%	-13%	0%	-6%

An unsorted share of the library; any-hit rate near 3.3%.
